TbPYK inhibitor = T. brucei pyruvate kinase inhibition | Q57TT1 | TbPYK enzyme, Kinase-Glo Plus ATP luminescence, 45 min | Potency, µM (top dose mostly 76.8 µM), for inactives: at the highest dose activity, negative = inhibition, most hits filed as inhibitors | hit rate 0.12% among 410,000 | AID 624173; also: nearly all actives have a fitted effect of over 50% in size
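Glycolytic pyruvate kinase of T. brucei was incubated with substrate, test compound and 130 uM ADP for 45 minutes at room temperature. Luminescent Kinase-Glo Plus signal was measured after 10 minutes.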
Pf growth 48h = P. falciparum growth inhibition at 48 hours (one generation). Potency, µM (titrated, usually from 28.7 µM), inactives show top-dose activity change, negative = inhibition, usual class: inhibitors. hit rate 5.9% among 310,000. P. falciparum luciferase growth in erythrocytes, 48 h
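Luciferase-expressing P. falciparum in infected erythrocytes (2% hematocrit, 0.1% parasitemia final) in RPMI 1640/0.5% Albumax were exposed to compound for 48 hours at 37 C, 5% CO2; growth read as luminescence.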
HCV inhibitor = inhibitors of hepatitis C virus infection; hit rate 3.4% among 340,000; Huh7.5.1 HCVcc-Cre infection, luciferase reporter, 44 h; Potency, µM (highest dose often 41.8 µM), without a hit: at the highest dose activity change, negative = inhibition, most hits filed as inhibitors
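Infectious HCVcc-Cre (~0.5 moi) was added to cells just after compound, with cells seeded 4 h earlier at 1,000 per well. Luciferase activity after 44 h culture reported infection; substrate was incubated 15 min at room temperature before reading.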
Sm TGR block = blocks Schistosoma mansoni thioredoxin glutathione reductase; purified TGR, DTNB reduction, TNB absorbance 405 nm; hit rate 3% among 360,000; Q962Y6; AID 485364; Potency, µM (series often up to 114 µM), inactives show at the highest dose activity change, negative = inhibition, most hits filed as inhibitors; also: nearly all actives have a fitted effect of over 60% in size
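Kinetic colorimetric format: TGR-catalysed, NADPH-driven DTNB reduction monitored via TNB absorbance. Enzyme dispensed at 20 nM; compound exposure 15 min at room temperature before reaction start.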
Pf growth 96h = inhibits malaria parasite growth, 96 h; P. falciparum luciferase reporter growth, 96 h; Potency, µM (series often up to 28.7 µM), for inactives: at the highest dose activity change, negative = inhibition, most hits filed as inhibitors; hit rate 6.9% among 320,000; AID 504834
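Delayed-death screen, second-generation endpoint: infected erythrocytes, 2% hematocrit, 0.05% parasitemia final; 96 hours at 37 C, 5% CO2; luciferase detection reagent; luminescence decrease equals reduced growth.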
LmPK inhibitor = LmPK (Leishmania mexicana) enzyme inhibition; Q27686; purified LmPK, Kinase-Glo ATP luminescence, 1 h; Potency, µM (top dose mostly 57.5 µM), without a hit: at the top dose activity change, negative = inhibition, usual class: inhibitors; hit rate 0.37% among 290,000
Target sequence (Q27686 whole entry, looked up): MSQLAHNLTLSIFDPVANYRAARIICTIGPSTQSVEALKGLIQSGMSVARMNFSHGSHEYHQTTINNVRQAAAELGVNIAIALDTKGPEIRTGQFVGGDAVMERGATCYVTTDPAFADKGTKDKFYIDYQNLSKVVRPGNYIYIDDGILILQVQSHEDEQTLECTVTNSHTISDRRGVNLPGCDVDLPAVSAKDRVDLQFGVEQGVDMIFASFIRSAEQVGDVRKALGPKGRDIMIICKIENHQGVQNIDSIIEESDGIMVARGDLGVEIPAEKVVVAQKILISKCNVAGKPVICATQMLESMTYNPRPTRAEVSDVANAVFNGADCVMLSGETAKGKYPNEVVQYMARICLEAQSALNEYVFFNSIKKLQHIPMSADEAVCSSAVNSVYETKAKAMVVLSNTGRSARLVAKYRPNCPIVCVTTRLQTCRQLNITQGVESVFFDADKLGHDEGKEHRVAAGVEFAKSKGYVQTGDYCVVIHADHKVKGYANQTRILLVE
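Screened at intermediate enzyme activity to detect both inhibitors and activators: LmPK at 0.1 nM, with a 0.5 nM enzyme column as activation reference. PEP 0.5 mM, ADP 0.1 mM; ATP detected by luminescence after 1 h.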
* marks the source's active call; other numbers are inactive results; ? = inconclusive; nt = no result given; & = joins results of further samples; [ ] = remark or other dose. Calls follow the shape of the dose curve; as a rule, active = well fitted curve in the direction sought with a large enough effect; inconclusive = small, poorly fitted or top-dose-only effect, or another doubt; inactive = no such curve, though single readings can be large; an effect the other way counts as inactive or inconclusive. % is scaled to controls: 0 for no effect and ±100 for the full control effect; potency is read from the fitted curve at half-maximal effect.

A first look, 5 compounds:
SMILES	TbPYK inhibitor	Pf growth 48h	HCV inhibitor	Sm TGR block	Pf growth 96h	LmPK inhibitor
O=S(=O)(NCc1ccccc1)c1ccc(-n2cccn2)cc1	6%	7%	7%	14%	?	2%
CC1(C)CC(=O)C2=C(C1)OC(N)=C(C#N)[C@@]21C(=O)N(CC(N)=O)c2ccccc21	-1%	4%	-4%	4%	4%	0%
Cc1cc(C(=O)O)ccc1-c1ccc(CO)o1	-12%	6%	11%	nt	?	-5%
C=CCn1c(SCC(=O)Nc2nc3ccccc3s2)nc(O)c(CC)c1=O	2%	-1%	-7%	-4%	4%	-2%
CN(CC(=O)NCC1CCCCC1)S(=O)(=O)c1ccc(F)cc1	-5%	19%	-2%	-14%	0%	1%

Main list, repeating the preview:
SMILES	TbPYK inhibitor	Pf growth 48h	HCV inhibitor	Sm TGR block	Pf growth 96h	LmPK inhibitor
O=S(=O)(NCc1ccccc1)c1ccc(-n2cccn2)cc1	6%	7%	7%	14%	?	2%
CC1(C)CC(=O)C2=C(C1)OC(N)=C(C#N)[C@@]21C(=O)N(CC(N)=O)c2ccccc21	-1%	4%	-4%	4%	4%	0%
Cc1cc(C(=O)O)ccc1-c1ccc(CO)o1	-12%	6%	11%	nt	?	-5%
C=CCn1c(SCC(=O)Nc2nc3ccccc3s2)nc(O)c(CC)c1=O	2%	-1%	-7%	-4%	4%	-2%
CN(CC(=O)NCC1CCCCC1)S(=O)(=O)c1ccc(F)cc1	-5%	19%	-2%	-14%	0%	1%
CC1CCCC(NC(=O)COC(=O)[C@@H](NC(=O)c2ccco2)C(C)C)C1C (some centres undefined)	1%	-26%	2%	-11%	-14%	-4%
NC(=O)c1ccc2c(=O)c(O)c(-c3cc(Cl)c(N)c(Cl)c3)[nH]c2c1	-2%	?	-4%	-12%	27%	-3%
Cc1occc1C(=O)NNS(=O)(=O)c1ccc([N+](=O)[O-])cc1	-2%	9%	1%	-2%	-16%	-1%
Cc1cc(C(=O)N/N=C/c2c3ccccc3cc3ccccc23)n[nH]1	0%	-16%	?	-10%	19%	-5%
COc1ccc(NC(=O)N2CCCC2)cc1OC	7%	27%	5%	-15%	nt	1%
COc1ccc(CCNC(=O)COC(=O)c2ccc(N3CCCC3=O)cc2)cc1OC	7%	-21%	-5%	-9%	-7%	-1%
COc1ccccc1N(C(=O)CNC(=O)c1ccco1)C(C(=O)NC1CCCC1)c1ccco1 (centres undefined)	-4%	5%	0%	-12%	-6%	-1%
Cc1ccc([N+](=O)[O-])c(OCCCNCC(C)O)c1 (centres undefined)	6%	35%[activator]	-23%	-8%	23%	2%
O=C(NCCCN1CCOCC1)c1ccc(S(=O)(=O)Nc2ccccc2)cc1	1%	-18%	22%	-1%	2%	nt
CCOC(=O)c1c(C)nc2ncccn12	3%	1%	12%	10%	-6%	-2%
COc1ccc(N(CC(=O)NC2CC3CCC2C3)S(=O)(=O)c2ccccc2)cc1Cl (centres undefined)	0%	?	nt	-3%	-19%	-1%
O=C/C(=C\Nc1ccc(Cl)cn1)c1nc2ccccc2o1	1%	7%	-15%	2%	-23%	3%
COC(=O)/C(=C\c1ccc(O)cc1)c1nc2ccccc2[nH]1	10%	38%[activator]	-9%	-3%	158%[activator]	0%
O=C(CCC(=O)OCC(=O)c1cccc([N+](=O)[O-])c1)Nc1cccc(Cl)c1Cl	-13%	18%	13%	-8%	-1%	6%
COc1ccccc1CNC(=O)c1ccc(-c2ccccc2Cl)o1	1%	-25%	?	?	10µM*	1%
CCOc1ccccc1N(CC(=O)Nc1ccc(S(=O)(=O)N2CCOCC2)cc1)S(=O)(=O)c1ccc(Cl)cc1	2%	18%	-13%&3%	-6%	42%[activator]	1%
Cn1c(SCC(=O)N(Cc2ccccc2)C(C)(C)C)nc2ccccc21	-17%	?	-1%	13%	nt	5%
CC(N)C(=O)c1ccco1 (centres undefined)	3%	?	1%	6%	6%	0%
O=C(Cc1cccc2ccccc12)N/N=C/c1ccc(O)c([N+](=O)[O-])c1	2%	-3%	-9%	5%	?	3%
CCCCN(C(=O)C(CCSC)N1C(=O)c2ccccc2C1=O)c1c(N)n(CCC)c(=O)[nH]c1=O (centres undefined)	7%	?	15%	-19%	-28%	nt
O=C(NC1CCCC1)C(c1ccncc1)N(Cc1ccccc1)C(=O)c1ccc(-c2ccccc2)[nH]1 (centres undefined)	-10%	?	?	?	?	1%
COC(=O)[C@H](CC(C)C)NC(=O)NCCCc1ccccc1	-1%	-2%	18%	0%	?	6%
NC(N)=NN=C(/C=C/c1ccc([N+](=O)[O-])o1)/C=C/c1ccc([N+](=O)[O-])o1	3%	2.4µM*	nt	nt	3µM*	nt
O=C(NCc1ccc(F)cc1)C1(c2cccs2)CCOCC1	4%&2%	39%[activator]	33%[activator]	10%&-8%	?	-6%
CCOC(=O)c1ccc2[nH]c(C)c(CCC(C)=O)c(=O)c2c1	1%	-5%	-6%	2%	?	-14%
CC(C)(C)C(=O)[C@@H]1[C@@H]2C(=O)N(Cc3ccccc3)C(=O)[C@@H]2[C@H]2c3ccccc3C=CN12	nt	nt	nt	?	?	1%
O=C(c1cccc(C(F)(F)F)c1)N(c1ccccn1)C1CCCCC1	-1%	-24%	-23%	10%	-30%	1%
COCCNS(=O)(=O)c1ccc2c(c1)C(=O)c1cc(S(=O)(=O)NCCOC)ccc1-2	nt	nt	3%	-3%	0%	-1%
NC(=O)c1cnccn1	0%&1%	-5%&7%	14%[8.37 µM]	9%	11%&-7%	-6%
O=C(Oc1ccccc1)N1CCOCC1	-8%	-2%	-13%	6%	?	-7%
Cc1nc(C(=O)NCCC(C)C)sc1C1(C)CC(c2cccc([N+](=O)[O-])c2)=NO1 (centres undefined)	-3%	-43%	29%[8.37 µM]	6%	?	1%
CCCn1c(N)c(C(=O)CSc2nc(C)nc3sc(C)c(C)c23)c(=O)[nH]c1=O	-21%	27%	-13%	3%	9%	nt
CCn1nc([N+](=O)[O-])c(C(C#N)c2nc3ccccc3n2C)c(Cl)c1=O (centres undefined)	-16%	-2%	1%	14µM*	-16%	-5%
Cc1cccc(-n2c(Cc3ccccc3)nnc2SCc2ccc([N+](=O)[O-])cc2)c1	-1%	?	?	-6%	7.4µM*	4%
CC1CCCC(NC(=O)CCNC(=O)c2ccc(Cl)cc2)C1C (centres undefined)	-17%	23%	12%	5%	-7%	nt
NS(=O)(=O)c1cccnc1Nc1ccc(Cl)c(Cl)c1	-2%	19%	?	-30%	nt	1%
Cc1nnc(SCC(=O)N2CCCC(N3CCN(c4ccc(F)cc4)CC3)C2)o1 (centres undefined)	-4%	28%	19%	-12%	-4%	-3%
Cc1ccc2nc(/C(C#N)=C\c3ccc(OC(=O)c4cccs4)cc3)[nH]c2c1	6%	?	1.8µM*	5%	9.3µM*	-4%
Cc1cc(S(=O)(=O)N2CCN(c3ccccn3)CC2)c(C)cc1Cl	4%	1%	8%	-8%	?	-1%
COc1cccc(Nc2ccccc2C(=O)O)c1	-8%	21%	20%	nt	?	0%
COC(=O)Cc1c(C)c2ccc(O)c(CNCc3ccc(OC)c(OC)c3)c2oc1=O	-17%	?	1%	-23%	-11%	4%
Cc1cc(C)cc(-n2nnnc2SCC(=O)Nc2nc(-c3ccc(Cl)cc3)cs2)c1	-36%	9%	?	-34%	4%	2%
O=C(C1CCCN(S(=O)(=O)c2cccc3cccnc23)C1)N1CCN(c2ccc(F)cc2)CC1 (centres undefined)	-7%	nt	?	-1%	-101%	12%
Cc1nc2ccccc2n1C1CCN(Cc2nnnn2CCc2ccccc2)CC1	2%	13µM*	1%	4%	nt	-4%
c1ccc2c(NCC3CCCO3)nc(-c3ccncc3)nc2c1 (centres undefined)	0%	13µM*	10µM*	5%	nt	-3%
O=C(Cc1ccc(F)cc1)Nc1nccs1	-3%	?	12%	0%	?	3%
COc1ccc(-c2noc(N3CCCC(C(=O)Nc4cc(F)ccc4F)C3)n2)cc1 (centres undefined)	2%	33%[activator]	6%	-2%	?	2%
Cc1c(Cl)cccc1N(Cc1ccc(C(=O)O)cc1)S(=O)(=O)c1ccccc1	7%	-10%	2%	-4%	26%	1%
Cc1ccc(C)c(NC(=S)NCCCN2CCOCC2)c1	2%	-13%	21%	-10%	61%[activator]	8%
CCOC(=O)C1CCCN(C(=O)c2ccc3c(c2)OCCO3)C1 (centres undefined)	3%	18%	10%	0%	57%[activator]	nt
CC1(C)Oc2ccc3ccc(=O)oc3c2/C(=C/N)C1=O	-10%	4%	-17%	7%	7%	1%
COC(=O)c1c(C)[nH]c(C(=O)OCC(=O)N(CC(C)C)c2c(N)n(Cc3ccccc3)c(=O)[nH]c2=O)c1C	-1%	?	?	-10%	?	nt
CN1CCc2ccc(NC(=O)c3ccc(C(F)(F)F)cc3)cc2C1	-1%	?	?	-20%	-35%	-4%
CSc1ccccc1OCc1cc(C(=O)NCCCc2ccccc2)no1	-4%	-13%	nt	-13%	?	-1%
CC[C@H](C)[C@H](NC(N)=O)C(=O)Nc1ccc(NC(C)=O)cc1	0%	42%[activator]	13%	3%	17%	-1%

Exported with two lines to a compound: 5 of the compounds above.
Screens in order: TbPYK inhibitor | Pf growth 48h | HCV inhibitor | Sm TGR block | Pf growth 96h | LmPK inhibitor
- COC(=O)Cc1c(C)c2ccc(O)c(CNCc3ccc(OC)c(OC)c3)c2oc1=O
  -17% | ? | 1% | -23% | -11% | 4%
- Cc1cc(C)cc(-n2nnnc2SCC(=O)Nc2nc(-c3ccc(Cl)cc3)cs2)c1
  -36% | 9% | ? | -34% | 4% | 2%
- O=C(C1CCCN(S(=O)(=O)c2cccc3cccnc23)C1)N1CCN(c2ccc(F)cc2)CC1 (centres undefined)
  -7% | nt | ? | -1% | -101% | 12%
- Cc1nc2ccccc2n1C1CCN(Cc2nnnn2CCc2ccccc2)CC1
  2% | 13µM* | 1% | 4% | nt | -4%
- c1ccc2c(NCC3CCCO3)nc(-c3ccncc3)nc2c1 (centres undefined)
  0% | 13µM* | 10µM* | 5% | nt | -3%

More results
SMILES	TbPYK inhibitor	Pf growth 48h	HCV inhibitor	Sm TGR block	Pf growth 96h	LmPK inhibitor
O=C1OC(OC2CCCCC2)(c2ccccc2)c2ccccc21 (centres undefined)	1%	?	nt	-11%	?	-1%
O=S1(=O)CCC(NC(=S)SCCOc2ccccc2)C1 (centres undefined)	2%	-23%	?	?	36%[activator]	6%
O=c1[nH]c(-[n+]2ccc3ccccc3c2)c(/C=N/N=C(\[O-])c2ccccc2)s1	3%	23%	16%	-5%	3%	-3%
COCCNC(=O)[C@H]1C[C@@H]1[C@H](NP(=O)(c1ccccc1)c1ccccc1)c1ccccc1	3%	3%	3%[8.37 µM]	2%	?	3%
O=c1c2ccccc2sc2ccc(Cl)cc12	-3%	38%[activator]	1%	-15%	45%[activator]	-4%
COc1cc(OC)c(N(C)C(=O)CCNC(=O)Cn2cnc3ccccc3c2=O)cc1Cl	-1%&-5%	-7%	?	-1%&-1%	-17%	-3%
O=C(Nc1cccs1)OCCN1CCN(Cc2ccccc2)CCC1=O	-1%	6%	-10%[8.37 µM]	-9%	1%	1%
COc1cc(/C=N/NC(N)=O)ccc1OC(=O)c1ccc(C)cc1	nt	1%	nt	-25%	33%[activator]	4%
CS(=O)(=O)N1CCCC(C(=O)NC2CCCCCCC2)C1 (centres undefined)	3%	9%	5%	8%	59%[activator]	-7%
Cc1cnc(CNC(=O)CC2C(=O)NCCN2Cc2cccc(F)c2F)cn1 (centres undefined)	1%	14%	8%	18µM*	?	-1%
CC1CN(c2nn3c(=O)c4ccccc4nc3c3ccccc23)CC(C)O1 (centres undefined)	-6%	-19%	?	-7%	2%	-1%

Assay outcomes deposited in PubChem by National Center for Advancing Translational Sciences (NCATS).
